# TEAD-YAP block: TEAD-YAP interaction inhibition; 640,000 compounds, 1.4% hits; inhibition, % at 9.12 µM; HEK-TIYL cells, TEAD-Gal4/YAP UAS-luciferase luminescence; AID 1259422; in the data active means inhibition above about 32%;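 further: 0% = median of test compound wells and 100% = reference inhibitor wells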
# MITF primary: blocks human microphthalmia-associated transcription factor; 650,000 compounds, 0.91% hits; inhibition, % at 2.6 µM; O75030; AlphaScreen MITF homodimerization, bead proximity signal; AID 1259374; in the data active means inhibition above about 50%;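 further: 0% = vehicle wells with protein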
# FBW7 act: human FBW7 E3 ligase activation, primary screen; Q969H0; AlphaScreen FBW7–phospho-cyclin E peptide binding, activator screen; normalized activity (activation), % at 26.1 µM; 650,000 compounds, 0.13% hits; in the data active means normalized activity above about 1.9%;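 further: purified mutant Fbw7 with reduced substrate affinity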
# Target sequence (Q969H0 whole entry, looked up): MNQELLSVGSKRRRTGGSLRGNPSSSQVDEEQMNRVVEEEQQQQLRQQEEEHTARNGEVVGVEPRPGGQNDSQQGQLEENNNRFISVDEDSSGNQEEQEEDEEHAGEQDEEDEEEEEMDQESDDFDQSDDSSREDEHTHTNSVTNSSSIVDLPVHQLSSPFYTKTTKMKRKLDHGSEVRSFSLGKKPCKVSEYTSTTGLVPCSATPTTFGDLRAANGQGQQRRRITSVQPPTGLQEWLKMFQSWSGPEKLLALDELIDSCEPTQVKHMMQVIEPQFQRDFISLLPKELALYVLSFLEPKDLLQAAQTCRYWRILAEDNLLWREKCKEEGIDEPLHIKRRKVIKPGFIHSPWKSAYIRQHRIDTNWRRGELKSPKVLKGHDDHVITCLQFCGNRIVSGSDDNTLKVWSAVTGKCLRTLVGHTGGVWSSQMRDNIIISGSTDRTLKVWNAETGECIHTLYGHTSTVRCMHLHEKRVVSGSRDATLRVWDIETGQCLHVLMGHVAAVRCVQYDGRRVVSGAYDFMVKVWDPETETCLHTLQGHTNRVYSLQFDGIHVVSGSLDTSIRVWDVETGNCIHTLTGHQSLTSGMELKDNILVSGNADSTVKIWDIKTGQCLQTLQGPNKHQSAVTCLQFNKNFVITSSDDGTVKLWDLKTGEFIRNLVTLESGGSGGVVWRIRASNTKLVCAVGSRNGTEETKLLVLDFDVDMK
# GPR151 ag: activates the human receptor GPR151 | AID 1508602 | PathHunter beta-arrestin GPR151 cells, luminescence | 650,000 compounds, 1% hits | Q8TDV0 | activation, % at 11.2 µM; in the data active means activation above about 4.9%;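 further: 0% = median of compound wells and 100% = cells with positive control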
# Target sequence (Q8TDV0 whole entry, looked up): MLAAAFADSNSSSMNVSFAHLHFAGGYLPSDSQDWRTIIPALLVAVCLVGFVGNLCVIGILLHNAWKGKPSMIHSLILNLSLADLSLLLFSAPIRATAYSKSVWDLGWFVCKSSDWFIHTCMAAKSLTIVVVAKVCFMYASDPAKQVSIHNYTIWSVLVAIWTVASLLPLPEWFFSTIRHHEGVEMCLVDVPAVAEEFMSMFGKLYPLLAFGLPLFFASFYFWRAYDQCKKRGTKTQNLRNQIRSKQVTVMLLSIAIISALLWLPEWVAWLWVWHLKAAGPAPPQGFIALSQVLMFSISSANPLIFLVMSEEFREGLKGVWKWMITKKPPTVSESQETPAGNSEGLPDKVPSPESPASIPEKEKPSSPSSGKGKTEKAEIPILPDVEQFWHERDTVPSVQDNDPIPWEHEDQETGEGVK
# An asterisk follows results filed as active.
SMILES,TEAD-YAP block,MITF primary,FBW7 act,GPR151 ag
COc1ccc(NC(=O)COC(=O)C2CC(=O)N(c3ccccc3)C2)cc1 (centres undefined),-2,-1,0.1,1.8
CCOC(=O)c1c(CSc2ncc(C)c(C)n2)n(-c2ccccc2)c2cc(Br)c(OC)cc12,2,14,0.0,-1.0
O=[N+]([O-])c1ccc(N2CCCC2)cc1Sc1cccc2cccnc12,7,15,-0.5,-3.1
COC(=O)c1cc(NC(=O)c2cccnc2)cc(C(=O)OC)c1,5,0,-0.1,-1.1
CCCCNC(=O)c1cc(S(=O)(=O)N2CCCC2)ccc1F,-4,8,0.0,0.6
Cc1cc(NCc2cccnc2)c2ccccc2n1,-12,4,-0.1,1.1
CCCn1cc(SCC(=O)Nc2ccc(F)cc2)c2ccccc21,2,6,0.0,0.2
COc1cc(Br)cc(/C=C2\C(=O)NC(=O)N(c3ccc(C)cc3)C2=O)c1O,-8,7,0.0,0.7
CCCS(=O)(=O)N1CCCC(C(=O)NC2CCCCC2)C1 (centres undefined),-16,21,1.4,-1.0
O=C1CCSc2ccccc2N1Cc1cccc(F)c1,0,4,0.0,-0.1
O=C(OCC(=O)c1cccs1)c1ccc(Br)c(S(=O)(=O)N2CCOCC2)c1,-4,4,0.1,-1.0
COc1cc(-c2nc3cnccn3c2NCc2cccs2)ccc1O,-9,1,0.0,-0.1
CCOc1cc(C(=O)CCC(=O)NCc2cccc(Cl)c2)ccc1O,7,-9,-0.2,-2.5
O=C(Nc1ccc(-c2noc(COc3ccc(Br)cc3)n2)cc1)c1ccco1,-40,9,0.0,1.0
COc1cc(/C=C(\C#N)c2nc3ccccc3c(=O)[nH]2)cc(OC)c1OC,3,-2,-0.2,-1.9
O=S(=O)(NCC(c1cccs1)S(=O)(=O)c1ccc(F)cc1)c1ccccc1 (centres undefined),-3,-3,-0.2,0.7
CCOc1ccc(NC(=O)c2[nH]c(C)c(C(C)=O)c2C)cc1,-2,13,-0.1,-0.1
O=C(NC1CCN(C(=O)Nc2ccc(F)cc2)CC1)c1ccccc1,-3,-2,-0.1,-0.6
Cc1nc(N2CCOCC2)nc(N(C)C)c1[N+](=O)[O-],-10,-4,-0.4,0.3
CCOC(=O)CS(=O)(=O)c1ccc(C(=O)NC2CCCCC2C)cc1[N+](=O)[O-] (centres undefined),-18,11,0.0,0.8
CCOCCCNC(=O)c1csc2c1CCCC2,-17,3,0.1,0.8
Nn1c(SCc2csc(-c3ccccc3)n2)nnc1-c1cccs1,2,1,0.0,0.2
COc1cccc2cc(C(N)=O)/c(=N\NC(=S)Nc3ccccc3)oc12,-31,17,0.1,-0.4
CCOc1cc2c(cc1OC)C(c1ccc(CC)cc1)NCC2 (centres undefined),5,-12,0.5,-1.3
O=c1/c(=C/c2cc3c(cc2Br)OCO3)sc2nc3cc(Br)cnc3n12,5,-4,-0.2,0.4
Cc1cc(C)n(C(=O)CCC(=O)NCc2ccccc2)n1,6,0,0.7,-0.7
COc1ccc(C(=O)Nc2cc(C(=O)Nc3cccc(C(F)(F)F)c3)ccc2N2CC3CC(C2)c2cccc(=O)n2C3)cc1 (centres undefined),16,7,0.2,-0.7
O=C(Oc1ccc(Br)cc1C(=S)N1CCOCC1)c1ccccc1,1,16,-0.3,-1.0
CSc1ccc(C2C(C#N)=C(N)OC(C)=C2C(C)=O)cc1 (centres undefined),2,2,-0.1,0.2
C=CCC(C(=O)c1ccccc1)C(=O)C(C)(C)OC (centres undefined),-7,-8,0.1,-0.8
CCOC(=O)c1c(NC(=O)CSc2nnc(CNC(=O)c3cccs3)n2-c2cccc(C)c2C)sc2c1CCC2,1,-6,-0.1,-1.0
O=C(Nc1ccccc1I)c1ccco1,-2,13,0.1,-1.0
FC(F)(F)c1ccc(Cn2cnc3c(Nc4ccc(N5CCOCC5)cc4)nc(NCCN4CCOCC4)nc32)cc1,8,3,-0.1,-1.6
Cc1nn(-c2ccccc2)c2sc(C(=O)NNC(=O)c3cccc([N+](=O)[O-])c3)cc12,-2,8,-0.1,-0.5
O=C1OC(c2ccccc2I)=N/C1=C\c1ccc([N+](=O)[O-])o1,3,10,-0.1,2.1
CC1Cc2ccccc2N1S(=O)(=O)c1cccc(C(=O)OCC(N)=O)c1 (centres undefined),3,-7,-0.1,-1.6
O=C(CNC(=O)C(c1ccccc1)c1ccccc1)N/N=C/c1ccc(C(=O)O)cc1,11,13,0.4,-0.5
OCCOc1cccc(CN2CCC(CO)(CCOc3ccccc3)CC2)c1,2,15,0.3,-0.2
COc1ccc(-n2nc(C(=O)NCC(=O)Nc3ccc(F)cc3Cl)c3ccccc3c2=O)cc1OC,0,-1,0.0,1.2
C(#CC(N1CCOCC1)N1CCOCC1)c1ccccc1,-11,4,-0.1,0.3
CCOC(=O)C1CCN(C(=O)c2cn(CC(C)C)c(=O)c3c2c2ccccc2n3C)CC1,10,3,0.2,2.9
CS(=O)(=O)c1ccc(CC(=O)N(C2CC2)C2CCN(Cc3ccccc3)CC2)cc1,10,-1,-0.2,-0.2
COc1cccc(CNCCCN2CCOCC2)c1,3,5,-0.2,1.6
Cc1cc(-n2ncc(C#N)c2N)nc2ccccc12,-34,-1,0.1,-0.6
c1ccc2c(c1)CCC2Nc1nncc(-c2ccc3c(c2)OCO3)n1 (centres undefined),-3,-1,0.1,0.5
COc1cc(/C=N/Nc2ccc(C)cc2)cc([N+](=O)[O-])c1O,0,4,-0.2,-0.7
COC(=O)C1CC(O)CN1C(=O)Nc1ccccc1 (centres undefined),5,-6,0.1,0.6
CCOc1ccc2c(c1)-c1c(ssc1=S)C(C)(C)N2C(=O)c1cccc([N+](=O)[O-])c1,-10,22,-1.0,0.8
CCOc1cccc(-c2nnc(NC(=O)C(F)(F)F)s2)c1,-10,4,0.3,0.7
CCc1ccc(/C=C2\SC(=S)N(CCC(=O)Nc3nccs3)C2=O)cc1,14,20,0.6,-1.6
COCC(=O)NCCCc1nc2ccccc2[nH]1,1,-5,0.0,2.9
COc1ccc(C2(NC(C)=O)CCN(c3cc(N)nc(C)n3)CC2)cc1,-2,-14,-0.2,-0.1
O=C(N/C(=C\c1cccs1)C(=O)N1CC2CC(C1)c1cccc(=O)n1C2)c1ccc(Cl)cc1 (centres undefined),-14,5,0.2,0.8
COc1ccccc1CNC(=O)CSc1ccc(-c2cccnc2)nn1,0,6,-0.2,0.4
O=C(CCc1n[nH]c(=O)[nH]c1=O)NCc1cccnc1,3,-4,-0.4,-0.9
COc1cccc(NC(=O)N2CCC(N(C)C3CCCCC3)CC2)c1,7,0,0.3,-1.0
CCC(Sc1nc2cc(OC)c(OC)cc2c(=O)n1Cc1ccco1)C(=O)Nc1cccc(OC)c1 (centres undefined),0,2,-0.1,-1.0
N#CC1=C(N)Oc2cc(N)ccc2C1c1cccc(OCc2ccccc2)c1 (centres undefined),0,-1,0.3,1.2
COC(=O)C1C(c2ccccc2)C(C(=O)OC)C1c1ccccc1 (centres undefined),-4,10,-0.1,1.5
NC1=NC(=O)/C(=C/c2ccc(OS(=O)(=O)c3ccc(Cl)cc3)cc2)S1,11,3,-0.3,-0.6

# (cont.)
SMILES,TEAD-YAP block,MITF primary,FBW7 act,GPR151 ag
O=C(O)CCC(=O)c1ccccc1,-7,34,0.0,1.5
COc1cc(OC)cc(C(=O)NN(CCC#N)C2=NS(=O)(=O)c3ccccc32)c1,1,7,-0.2,-1.0
O=C(CCCn1c(=O)[nH]c2ccccc2c1=O)Nc1ccc(F)cc1,3,12,-0.1,-0.2
CN=C1SC(CC(=O)Nc2ccc(C(C)=O)cc2)C(=O)N1C (centres undefined),1,7,0.1,3.0
O=C(c1ccc(N2C(=O)C3C4C=CC(C4)C3C2=O)cc1)N1CCCCCC1 (centres undefined),-2,-6,0.0,0.2
O=C(CCCNC(=O)Cn1cnc2sc3c(c2c1=O)CCCC3)NCCN1CCCC1,-2,-14,-0.1,-1.2
Cc1cc(C)cc(NC(=O)C(=O)NCc2cccnc2)c1,-4,-3,0.0,0.0
COc1cc(/C=N/NC(=O)c2ccncc2)cc([N+](=O)[O-])c1O,2,18,0.2,2.4
CC(C)CCC1=NN(C(=O)c2ccccc2)C(O)(C(F)(F)F)C1 (centres undefined),-19,-10,0.6,0.2
O=C(Nc1ccccc1C(=O)N1CCCC1)c1ccc(I)cc1,-7,-10,-0.1,-1.8
CCOc1ccc(C2=C/C(=C/c3ccc(I)o3)C(=O)O2)cc1,-10,20,0.0,1.5
Cc1cc(C)nc(-n2nc(C)cc2NC(=O)CN2CCCC2)n1,1,5,-0.2,0.6
O=C(CSc1nnnn1C1CCCCC1)N1c2ccccc2Sc2ccccc21,0,-2,0.0,0.7
COc1cccc(CN2CCN(C(=O)NCc3ccccc3)[C@@H](C)C2)c1,-1,11,0.2,-0.5
COc1ccc(CCNc2nc(-c3ccccc3)nc3c2ncn3C2CCCCC2)cc1,11,8,0.0,0.4
Cc1ccc(-n2cc(C(=O)N3CCC(C(N)=O)(N4CCCCC4)CC3)c3ccccc3c2=O)cc1C,3,5,0.4,-0.8
COCCOC(=O)C1=C(C)NC2=C(C(=O)CC(c3ccccc3)C2)C1c1cc2c(cc1Br)OCO2 (centres undefined),7,-4,-0.1,-0.7
COc1cc([N+](=O)[O-])ccc1N/C=C/C(=O)c1ccc(Cl)cc1,-17,9,0.5,0.1
CCOc1ccccc1N/C(SCc1cccc([N+](=O)[O-])c1)=C(/C#N)C(=O)NCc1ccccc1,-25,-10,-0.3,1.1
COc1ccc(N2C(=O)CN(C(=O)[C@H](CC(C)C)NC(C)=O)CC2(C)C)cc1,-14,3,0.1,0.0

# Quoted from the results shown (14 entries):
SMILES,TEAD-YAP block,MITF primary,FBW7 act,GPR151 ag
O=C(O)CCC(=O)c1ccccc1,-7,34,0.0,1.5
COc1cc(OC)cc(C(=O)NN(CCC#N)C2=NS(=O)(=O)c3ccccc32)c1,1,7,-0.2,-1.0
O=C(CCCn1c(=O)[nH]c2ccccc2c1=O)Nc1ccc(F)cc1,3,12,-0.1,-0.2
CN=C1SC(CC(=O)Nc2ccc(C(C)=O)cc2)C(=O)N1C (centres undefined),1,7,0.1,3.0
O=C(c1ccc(N2C(=O)C3C4C=CC(C4)C3C2=O)cc1)N1CCCCCC1 (centres undefined),-2,-6,0.0,0.2
O=C(CCCNC(=O)Cn1cnc2sc3c(c2c1=O)CCCC3)NCCN1CCCC1,-2,-14,-0.1,-1.2
Cc1cc(C)cc(NC(=O)C(=O)NCc2cccnc2)c1,-4,-3,0.0,0.0
COc1cc(/C=N/NC(=O)c2ccncc2)cc([N+](=O)[O-])c1O,2,18,0.2,2.4
CC(C)CCC1=NN(C(=O)c2ccccc2)C(O)(C(F)(F)F)C1 (centres undefined),-19,-10,0.6,0.2
O=C(Nc1ccccc1C(=O)N1CCCC1)c1ccc(I)cc1,-7,-10,-0.1,-1.8
CCOc1ccc(C2=C/C(=C/c3ccc(I)o3)C(=O)O2)cc1,-10,20,0.0,1.5
Cc1cc(C)nc(-n2nc(C)cc2NC(=O)CN2CCCC2)n1,1,5,-0.2,0.6
O=C(CSc1nnnn1C1CCCCC1)N1c2ccccc2Sc2ccccc21,0,-2,0.0,0.7
COc1cccc(CN2CCN(C(=O)NCc3ccccc3)[C@@H](C)C2)c1,-1,11,0.2,-0.5

# Going on with the list.
SMILES,TEAD-YAP block,MITF primary,FBW7 act,GPR151 ag
O=C(NCCO)C(=O)Nc1cc(Cl)cc(Cl)c1,14,9,0.4,-1.9
CCOC(=O)C1=C(O)/C(=C/c2ccc(-c3ccc(F)cc3)o2)SC1=Nc1ccc(OCC)cc1,2,0,-0.1,-0.2
Cc1ccc(/C=C/S(=O)(=O)N2CCC(C(=O)O)CC2)cc1,-1,-1,-0.2,1.0
Cc1ccc(C(=O)N(c2c(C)n(C)n(-c3ccccc3)c2=O)C(C)C)cc1,6,4,0.1,0.5
CC(C)N(CCNC(=O)c1cc(=O)[nH]c2ccccc12)C(C)C,-10,-18,-0.1,-1.5
CC(C)OC(=O)C1C(=O)CC(C)(O)C(C(=O)OC(C)C)C1c1ccc(C(C)(C)C)cc1 (centres undefined),17,-2,0.1,1.1
CCCNc1ncnc2c1nc(-c1ccc(C(N)=O)cc1)n2C(C)C,-16,-10,-0.1,-2.5
COCCn1c(=O)[nH]c2cc(C(=O)N3CCN(C4CCCCC4)CC3)ccc2c1=O,10,14,0.2,-0.4
Cc1ccc(OCC(=O)NNC(=O)c2ccccc2C)cc1,1,-9,0.7,2.3
N#CCCCN1CCC2(CC1)NCCc1c2[nH]c2ccc(Br)cc12,23,-3,-0.8,0.2
COc1cc(/C=N/NS(=O)(=O)c2cc(C)ccc2C)cc(OC)c1OC(C)=O,-3,-4,0.1,1.2
CN1C2OC3OC4C(OC3OC2N(C)S1(=O)=O)N(C)S(=O)(=O)N4C (centres undefined),-1,7,-0.1,0.1
O=C1OC(c2ccccc2F)=N/C1=C/C=C/c1ccccc1,0,17,0.2,-1.1
COc1ccc(Nc2c(CCC(C)C)c(C)c(C#N)c3nc4ccccc4n23)cc1,-4,18,0.6,0.1
CC(=O)NC1(C(F)(F)F)NC(=O)N(Cc2ccccc2)C1=O (centres undefined),-1,-2,0.0,1.4
CC1=NN(c2ccc(C)c(Cl)c2)C(=O)/C1=C\c1ccc(N2CCOCC2)cc1,-1,2,0.0,0.7
O=C(Cn1c(=O)oc2ccccc21)OCc1cccc2ccccc12,0,5,0.0,-1.9
COCCOC(=O)/C(C#N)=C/c1cc(C)n(-c2cccc3ccccc23)c1C,-18,20,0.5,0.4
O=C(c1ccc([N+](=O)[O-])o1)N1CCN(C(=O)[C@@H]2C[C@H]2c2ccccc2)CC1,20,10,-0.1,-0.2

# Compound activity (PubChem)

# No enrichment for hits; any-hit rate near 3.4%.
